From PubChem BioAssay
M1 ag – human M1 muscarinic receptor agonism. P11229. CHO-K1 hM1, Fluo-8 calcium fluorescence, agonist mode; 0% DMSO, 100% acetylcholine EC100. activation, % at 3 µM. hit rate 0.33% among 360,000;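 active = activation above the run's mean compound activation plus 3 SD, cut at about 16% in these data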;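 note: peak over basal fluorescence ratio within a 140 s kinetic read after compound addition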
M1 antag – blocks human M1 muscarinic receptor; inhibition, % at 3 µM; hit rate 1.3% among 360,000; CHO-K1 hM1, Fluo-8 calcium fluorescence, ACh EC80 antagonist; P11229;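 active = percent inhibition above its own plate's cutoff, namely the mean of that plate's compound wells plus 3 SD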;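 note: peak over basal fluorescence ratio during 140 s after agonist addition; 0% = ACh EC80 plus DMSO and 100% = DMSO alone without agonist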
CHRM1 PAM – human CHRM1 positive allosteric modulation; P11229; CHO-K1 hM1, Fluo-8 calcium fluorescence, ACh EC20; 0% = ACh EC20, 100% = maximal ACh; activation, % at 3 µM; hit rate 0.088% among 360,000; AID 588819; in the data active = activation above about 19%, passing the limit was not always enough
TAAR1 ag – agonists of human TAAR1; Q96RJ0; CHO RD-HGA16 TAAR1, Fluo-8 calcium fluorescence; vehicle wells 0%, saturating PEA agonist 100%; activation, % at 3 µM; hit rate 0.99% among 360,000; AID 624467;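 active = activation above the mean activation of all test compounds in the run plus 3 SD, cut at about 38% in these data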
Target sequence (Q96RJ0 whole entry, looked up): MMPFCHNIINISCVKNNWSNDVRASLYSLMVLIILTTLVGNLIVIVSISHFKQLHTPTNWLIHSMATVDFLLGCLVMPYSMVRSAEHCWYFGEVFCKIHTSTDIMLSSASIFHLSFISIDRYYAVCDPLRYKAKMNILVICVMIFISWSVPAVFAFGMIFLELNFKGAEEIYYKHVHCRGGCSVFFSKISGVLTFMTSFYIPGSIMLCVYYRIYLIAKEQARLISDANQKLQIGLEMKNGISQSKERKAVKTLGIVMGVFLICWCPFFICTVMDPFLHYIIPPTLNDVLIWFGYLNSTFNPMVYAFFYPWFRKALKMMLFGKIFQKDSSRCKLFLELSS
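test system = CHO RD-HGA16 cells carrying human TAAR1 plus Gα16 | schedule = 17-24 h seeding, 75 min 37 °C dye, 30 min RT | compound dosing = 3 µM single concentration | control set = DMSO and PEA EC100 | replicates = n 1 | signal = Fluo-8 fluorescence, 5 s baseline then 140 s kinetic read | measure = percent activation vs PEA EC100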
V1R ag counter – counter-screen for oxytocin receptor agonists: human V1a receptor agonists; activation, % at 3 µM; CHO-V1R cells, Fluo-8 calcium fluorescence, agonist mode; 0% DMSO, 100% 3 nM vasopressin; hit rate 0.25% among 320,000;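 active = activation above the mean activation of all tested compounds plus 3 SD, per screening run, cut at about 20% in these data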;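 note: signal is peak over basal fluorescence ratio across a 100 second FLIPR read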
Target sequence (P37288 whole entry, looked up): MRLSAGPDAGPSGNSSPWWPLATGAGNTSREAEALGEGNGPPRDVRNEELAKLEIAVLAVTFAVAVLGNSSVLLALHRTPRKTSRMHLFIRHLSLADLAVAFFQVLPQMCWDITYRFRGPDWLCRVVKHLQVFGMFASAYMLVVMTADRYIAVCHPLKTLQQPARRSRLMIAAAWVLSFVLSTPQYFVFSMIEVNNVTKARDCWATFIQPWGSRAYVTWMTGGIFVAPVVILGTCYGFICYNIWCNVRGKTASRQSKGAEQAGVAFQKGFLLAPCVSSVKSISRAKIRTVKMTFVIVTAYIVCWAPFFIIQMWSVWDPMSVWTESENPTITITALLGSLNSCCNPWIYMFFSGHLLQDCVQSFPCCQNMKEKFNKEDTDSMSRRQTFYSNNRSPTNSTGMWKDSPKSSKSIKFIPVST
OXTR agonist – agonists of human oxytocin receptor. P30559. CHO-OTR cells, Fluo-8 calcium fluorescence; normalized: DMSO 0%, oxytocin 100%. activation, % at 3 µM. hit rate 0.32% among 320,000. AID 2435;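 active = activation above the mean of all tested compounds plus 3 SD, cutoff set per screening run, cut at about 20% in these data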;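 note: peak over basal fluorescence ratio from a 100 s FLIPR kinetic read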
OXTR potentiate – potentiates the human oxytocin receptor response. activation, % at 3 µM. P30559. hit rate 0.061% among 320,000. CHO-OTR cells, Fluo-8 calcium fluorescence, potentiator mode; 0% = oxytocin EC15, 100% = EC100;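 active = activation above that plate's cutoff, the mean activation of tested compounds plus 3 SD, cut at about 6.6% in these data, passing the limit was not always enough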;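 note: 100% uses oxytocin at 75 nM as the full agonist control; some results filed as inactive read as strong as hits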
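Assay system: CHO cell line stably expressing human OTR. Reagent: EC15 oxytocin agonist. Dosing: single dose, 3.0 µM nominal final compound concentration. Timing: compound 6 min at room temperature before oxytocin, 100 s read. Signal: kinetic Fluo-8 calcium fluorescence. Controls: oxytocin EC15 low and EC100 high.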
TAAR1 antagonist – antagonists of human TAAR1 | inhibition, % at 3 µM | hit rate 1.5% among 360,000 | Q96RJ0 | CHO RD-HGA16 TAAR1, Fluo-8 calcium fluorescence, antagonist;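 active = inhibition above a per-plate cutoff, the mean inhibition of test compounds on that plate plus 3 SD, cut at about 49% in these data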;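 note: 0% = DMSO plus EC80 beta-PEA response and 100% = DMSO alone without agonist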
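Test system: hTAAR1-expressing CHO RD-HGA16 cells, Gα16-coupled; Probe or stimulus: EC80 β-phenethylamine stimulus; Compound dosing: single nominal final test compound concentration of 3 µM; Timing: 140 s kinetic read after compound, 140 s after agonist; Signal: Fluo-8 calcium-sensitive fluorescence; Measure: % inhibition of agonist calcium response; Controls: DMSO and EC80 PEA controls.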
CHO parental Ca – counter-screen for OX1R antagonists: effect in parental CHO cells | inhibition, % at 5.6 µM | hit rate 0.63% among 330,000 | AID 463079 | parental CHO-K1, ATP-induced calcium, Fluo-8 fluorescence;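 active = inhibition above that plate's mean sample inhibition plus 3 SD, cut at about 26% in these data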;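 note: 0% = ATP-challenged DMSO wells and 100% = DMSO wells without ATP; some compounds past the cut are filed as inactive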
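Material – parental CHO cells · Reagent – ATP stimulus · Compound – single nominal dose of 5.6 µM per compound · Detection – Fluo-8 fluorescence · Read-out basis – percent inhibition of calcium signal · Controls – ATP-challenged DMSO wells low, unchallenged DMSO wells high · Repeats – no replicates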
* = called active by the depositor; · = no result given.

1) COc1ccc(C(=O)O)cc1S(=O)(=O)N(CCc1ccccc1)Cc1ccccc1
2) O=C(CSc1nnc(-c2ccccc2)n1Cc1ccco1)NCc1ccc2c(c1)OCO2
3) CCCNC(=O)C1(C)CCCN(Cc2ccccc2F)C1 (stereo not drawn)
4) CCCCC(=O)NC(c1ccc(Cl)cc1Cl)c1ccc2cccnc2c1O (stereo not drawn)
5) O=C(NCc1ccncc1)c1ccc(NS(=O)(=O)c2cccc([N+](=O)[O-])c2)cc1

Assay by compound	1	2	3	4	5
M1 ag	-1.0	-3.9	-5.5	2.0	-7.3
M1 antag	4.5	-10.2	-6.7	-7.7	-5.1
CHRM1 PAM	-5.2	7.3	2.3	12.1	4.7
TAAR1 ag	18.2	0.2	0.8	-0.1	2.1
V1R ag counter	25.1*	2.7	·	·	-0.2
OXTR agonist	9.7	-2.2	·	·	1.4
OXTR potentiate	-8.3	-5.6	·	·	-3.2
TAAR1 antagonist	40.6	-10.9	0.7	-31.6	-9.9
CHO parental Ca	14.8	-9.7	·	·	4.6

6) CC(C)CC(=O)Nc1ccccc1N1CCN(c2ccccc2)CC1
7) Cc1cccc(NC(=O)C2(C)CC3c4ccccc4C2c2ccccc23)c1 (stereo not drawn)
8) Nc1ccccc1C(=O)Nc1cccc2ccccc12
9) O=[N+]([O-])c1ccc(Cl)cc1C=NNc1ccccn1
10) CCC(C)NS(=O)(=O)c1ccc(NC(C)=O)cc1 (stereo not drawn)

Assay by compound	6	7	8	9	10
M1 ag	-4.9	-5.4	-1.1	-2.1	3.8
M1 antag	26.5	-1.4	21.4	-6.5	-7.9
CHRM1 PAM	-4.2	-0.6	-10.6	1.6	12.5
TAAR1 ag	18.9	10.4	8.3	-0.8	7.6
V1R ag counter	-1.3	-0.5	·	·	0.7
OXTR agonist	-3.1	-1.8	·	·	0.1
OXTR potentiate	-1.6	-7.0	·	·	-1.5
TAAR1 antagonist	0.8	10.2	-10.8	-8.0	-5.5
CHO parental Ca	-28.8	-15.8	·	·	0.2

Structural class: the entries above containing a halogen.
3) CCCNC(=O)C1(C)CCCN(Cc2ccccc2F)C1 (stereo not drawn)
4) CCCCC(=O)NC(c1ccc(Cl)cc1Cl)c1ccc2cccnc2c1O (stereo not drawn)
9) O=[N+]([O-])c1ccc(Cl)cc1C=NNc1ccccn1

Assay by compound	3	4	9
M1 ag	-5.5	2.0	-2.1
M1 antag	-6.7	-7.7	-6.5
CHRM1 PAM	2.3	12.1	1.6
TAAR1 ag	0.8	-0.1	-0.8
V1R ag counter	·	·	·
OXTR agonist	·	·	·
OXTR potentiate	·	·	·
TAAR1 antagonist	0.7	-31.6	-8.0
CHO parental Ca	·	·	·

(next part)
11) COC(=O)Nc1ccc(S(=O)(=O)NC2CCCCC2)cc1
12) CCNC(=O)/C(=C\C=C\c1ccccc1)NC(=O)c1ccc(Br)o1
13) CC1CCc2nc(NC(=O)C3CC3)sc2C1 (stereo not drawn)
14) CCC(=O)c1ccc(OCC(=O)NNC(=O)c2cc(C)oc2C)cc1
15) O=C(C1Cc2ccccc2CN1C(=O)c1ccco1)N1CCN(c2ccccc2)CC1 (stereo not drawn)

Assay by compound	11	12	13	14	15
M1 ag	1.6	-6.4	-4.9	-0.7	-2.2
M1 antag	-5.3	0.5	-0.9	2.7	-9.8
CHRM1 PAM	5.8	3.0	0.3	3.3	14.2
TAAR1 ag	5.5	0.8	5.5	4.9	0.3
V1R ag counter	5.5	1.4	-1.1	·	-1.1
OXTR agonist	2.6	0.0	2.6	·	-1.1
OXTR potentiate	-4.5	-9.8	-5.7	·	-5.5
TAAR1 antagonist	-21.4	-1.7	-7.4	-36.4	3.8
CHO parental Ca	-6.7	-6.7	-6.9	·	-20.0

16) C[C@H](CO)N1C[C@H](C)[C@@H](CN(C)Cc2ccc(-c3ccccc3)cc2)Oc2c(NS(=O)(=O)c3cn(C)cn3)cccc2C1=O
17) COCCNC(=O)CCc1nnc2ccc(N3CCC(C)CC3)nn12
18) c1ccc(COC(CN2CCCCCC2)CN2CCCCCC2)cc1
19) O=C(CC(=O)NN=C1CCCCCC1)NCc1cccnc1
20) O=C(NC1CCCCC1)N(Cc1nc2ccccc2c(=O)[nH]1)C1CCCCC1

Assay by compound	16	17	18	19	20
M1 ag	-3.0	-9.6	-6.5	-0.4	-4.5
M1 antag	1.6	-6.0	-2.0	-15.3	-5.2
CHRM1 PAM	12.9	4.2	-1.9	13.6	2.9
TAAR1 ag	0.5	0.8	0.6	-0.6	-0.5
V1R ag counter	76.6*	-0.4	-0.4	0.5	-1.6
OXTR agonist	1.0	-0.7	0.1	0.1	-2.5
OXTR potentiate	-4.2	3.9	1.4	-15.0	-0.2
TAAR1 antagonist	10.2	-12.2	8.0	-17.2	12.2
CHO parental Ca	-30.4	1.3	-2.2	3.2	0.0

21) O=C(O)C1CCCCC1C(=O)Nc1ccc(OCc2ccccc2)cc1 (stereo not drawn)
22) c1ccc2c(c1)COc1c3ncccc3nn1-2
23) O=S(=O)(Nc1ccc(Cc2ccncc2)cc1)N1CCCC1
24) CCCC1(CCC)NC(=O)N(CC(=O)Nc2cccc(OC)c2)C1=O
25) COc1cc(/C=C/C(=O)OCC(=O)N2CCC(C)CC2)ccc1O

Assay by compound	21	22	23	24	25
M1 ag	-7.1	-7.4	-10.9	-1.4	-1.6
M1 antag	-1.3	0.6	-8.6	-20.9	11.1
CHRM1 PAM	-0.3	-1.1	1.4	5.4	-3.5
TAAR1 ag	5.7	0.6	0.5	4.3	5.5
V1R ag counter	1.4	·	4.2	0.4	1.2
OXTR agonist	0.9	·	2.1	0.6	0.7
OXTR potentiate	5.8	·	-7.1	-11.6	-1.7
TAAR1 antagonist	-10.3	-3.9	-5.3	10.4	-5.9
CHO parental Ca	8.4	·	-9.9	-17.3	-21.8

Quoted at random: 2 compounds from above, in no set order.
22) c1ccc2c(c1)COc1c3ncccc3nn1-2
23) O=S(=O)(Nc1ccc(Cc2ccncc2)cc1)N1CCCC1

Assay by compound	22	23
M1 ag	-7.4	-10.9
M1 antag	0.6	-8.6
CHRM1 PAM	-1.1	1.4
TAAR1 ag	0.6	0.5
V1R ag counter	·	4.2
OXTR agonist	·	2.1
OXTR potentiate	·	-7.1
TAAR1 antagonist	-3.9	-5.3
CHO parental Ca	·	-9.9

(list continues)
26) Cc1cccc(C)c1N/C=C/c1onc(C)c1[N+](=O)[O-]
27) O=C(CN1C(=O)NC2(CCCCCCC2)C1=O)NC(=O)NCc1ccco1
28) COC(=O)CC/C(O)=C1\C(=O)CC(C)(C)CC1=Nc1ccccc1OC
29) COc1ccc(N2CC(C(=O)Nc3cccc(C)n3)CC2=O)cc1 (stereo not drawn)
30) O=C(Cc1cccs1)NCC1CCCO1 (stereo not drawn)

Assay by compound	26	27	28	29	30
M1 ag	-0.4	-0.2	-6.0	-3.2	-2.1
M1 antag	4.5	-14.0	-6.7	-10.5	-10.2
CHRM1 PAM	4.2	8.0	4.0	3.9	11.0
TAAR1 ag	-0.3	-0.9	8.2	0.7	0.7
V1R ag counter	0.0	0.2	-0.7	0.8	-0.5
OXTR agonist	-1.4	-0.8	-1.7	0.8	0.1
OXTR potentiate	-18.4	-6.9	1.0	2.4	-5.1
TAAR1 antagonist	2.7	-2.6	2.0	-5.6	14.5
CHO parental Ca	-22.4	-14.7	-20.2	-3.1	-6.0

31) COCCOC(=O)N1CCCCC1c1cc(C(=O)Nc2cccc3c2CCCC3)no1 (stereo not drawn)
32) COc1ccc(C2/C=C\CN(C(=O)c3ccc(C)cc3)[C@H](Cc3ccccc3)C(=O)N2Cc2ccc(F)cc2)cc1 (stereo partly drawn)
33) COc1cccc(/C=C/c2onc(C)c2S(=O)(=O)N2CCC(C(=O)NC3CCCCCC3)CC2)c1
34) C1=CC2CC1CC2CNCc1ccco1 (stereo not drawn)
35) CCOc1ccccc1CN1CCNC(=O)C1CC(=O)NCc1cc(C)n(C)n1 (stereo not drawn)

Assay by compound	31	32	33	34	35
M1 ag	-6.2	-5.3	-2.9	-6.3	-2.2
M1 antag	-14.5	0.9	-2.3	2.6	-8.0
CHRM1 PAM	11.9	-2.4	-2.5	-1.0	6.1
TAAR1 ag	6.2	·	-1.8	10.5	7.3
V1R ag counter	·	1.4	0.2	0.1	-0.8
OXTR agonist	·	-0.4	0.3	0.7	-0.6
OXTR potentiate	·	-10.7	-3.3	-4.8	-9.2
TAAR1 antagonist	-11.0	·	-30.9	3.1	-19.6
CHO parental Ca	·	-15.0	-23.9	-7.8	-8.3

36) Cc1ccc(-n2nc3c([n+]2[O-])CCc2nonc2-3)cc1
37) COc1cc(NC(=O)CN(c2ccc(C)cc2)S(=O)(=O)c2c(C)noc2C)cc(OC)c1
38) C=CC[C@@H](CC(=O)NCCO)C(=O)NC[C@H](OC(=O)[C@@H](CC=C)Cc1ccc(F)cc1)c1ccccc1
39) Brc1ccc(C2NCCS2)cc1 (stereo not drawn)
40) O=C1C2C3C=CC(C3)C2C(=O)N1CCCCN1C(=O)C2C3C=CC(C3)C2C1=O (stereo not drawn)

Assay by compound	36	37	38	39	40
M1 ag	-10.6	-3.0	-4.6	-3.8	1.7
M1 antag	-8.8	5.4	53.1*	-2.1	-9.9
CHRM1 PAM	10.9	-4.8	-30.9	5.9	4.9
TAAR1 ag	11.2	1.4	30.7	0.9	2.6
V1R ag counter	-0.4	3.2	1.9	0.1	1.9
OXTR agonist	-1.8	0.1	0.8	0.4	-0.2
OXTR potentiate	-10.7	-5.5	-4.8	-8.1	-15.0
TAAR1 antagonist	0.7	20.4	78.0*	1.0	-12.4
CHO parental Ca	1.7	-10.3	-12.1	-2.7	-13.7

41) CC1CCCC(C)N1/N=C/c1ccc(O)c(O)c1 (stereo not drawn)
42) CCOc1ccccc1NC(=O)COC(=O)c1ccc2ccccc2n1
43) O=C(CC(=O)N/N=C/c1ccccc1)NCc1ccccc1
44) O=C(CN(Cc1ccccc1Cl)C(=O)CNS(=O)(=O)c1ccc(F)cc1)NCC1CCCO1 (stereo not drawn)

Assay by compound	41	42	43	44
M1 ag	-3.8	-2.1	-5.5	-2.8
M1 antag	-4.2	-7.6	14.3	-10.8
CHRM1 PAM	0.7	8.1	-6.0	13.1
TAAR1 ag	2.3	2.2	20.7	-0.7
V1R ag counter	-0.5	0.3	1.1	-0.3
OXTR agonist	-0.1	-1.4	0.0	-0.9
OXTR potentiate	-5.2	1.6	-3.2	-4.3
TAAR1 antagonist	-7.2	-15.9	-4.3	-5.1
CHO parental Ca	-8.6	-14.2	8.3	-12.4

No enrichment for hits; about 3.7% have a hit in one of these screens.
